# Hsp70 inhibitors: Hsp70 inhibitors, probe displacement, primary screen, biochemical, fluorescence polarization (AID 583). Hsp70 fluorescence polarization probe displacement, mP; higher % means a stronger effect. displacement, % at 20 µM; hits with a dose series show IC50 in µM. 140,000 compounds, 0.06% hits; in the data active = displacement above about 50%;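 also: plate controls were vehicle for no effect and reference ligand for full effect; a part of the inactive calls stands beside numbers as strong as those of hits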
# MKP-3 inhibition: inhibition of rat DUSP6 enzyme activity – biochemical, in vitro, primary screen (AID 425). recombinant MKP-3 phosphatase activity, fluorescence; higher % means a stronger effect. one-dose inhibition, % at 20 µM; IC50 in µM for titrated hits. 110,000 compounds, 0.17% hits; in the data active = inhibition above about 50%;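 also: plate controls were vehicle for no effect and reference inhibitor for full effect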
# * = called active by the depositor; x = not tested or not shown. A portion of the library, so the mix of outcomes need not match the whole.
SMILES,Hsp70 inhibitors,MKP-3 inhibition
O=C(O)c1ccccc1COc1ccccc1Cl,7.5%,4%
CCC1SC2=NC(C)=C(C(=O)OC)C(c3ccc(C(=O)OC)cc3)N2C1=O (configuration not stated),1.6%,-11%
CC(=O)NC(CCS(C)(=O)=O)C(=O)Nc1nc(C)cs1 (configuration not stated),-2.2%,x
COc1ccc(CN2CC(C(=O)NCCc3ccc(C)cc3)CC2=O)cc1 (configuration not stated),-0.8%,x
Cc1ccc2cc3cc(C(=O)N(C)C4CCCCC4)oc3nc2c1,4.3%,-7%
O=C(Nc1ccc(N2C(=O)C3C4C=CC(C4)C3C2=O)cc1)Nc1cccnc1 (configuration not stated),6.1%,-2%
CCOC(=O)c1c(NC(=O)c2cccs2)sc2c1CCN(C(=O)OCC)C2,-7.2%,-6%
COc1ccc(/C=C2\C(=O)N(c3nc(-c4ccc(C)cc4)cs3)N=C2C)cc1,9.6%,2%
Cc1ccc(/C=C(\C#N)c2nn(-c3ccccc3)c(N)c2C#N)cc1,2.0%,0%
O=C(COc1ccc2c(c1)oc(=O)c1ccccc12)OCc1ccccc1,1.3%,-4%
O=C(O)c1ccc(-c2ccccc2Cl)o1,1.8%,-3%
CCOC(=O)CC(=O)CSc1[nH]c(=O)cc(C)c1C#N,0.1%,-5%
CC(NC(=O)c1ccccc1NC(=O)c1ccco1)C(=O)O (configuration not stated),1.4%,-6%
CC(=O)Nc1ccc(NC(=O)CSCCc2ccccn2)cc1,3.5%,x
C=CCN1C(=O)OC2(CCCCC2)C1(C)O (configuration not stated),-4.3%,9%
CCOc1ccc(OCC)c(NC(=O)C2CCCN(c3ncccn3)C2)c1 (configuration not stated),-2.1%,-11%
Cc1cc(Nc2ncc(Cl)cc2Cl)n[nH]1,-2.0%,-18%
COc1cccc(C2CC(c3cccc(Br)c3)n3nc(N)nc3N2)c1 (configuration not stated),-0.4%,-4%
O=C(COC(=O)c1cc([N+](=O)[O-])ccc1NCc1ccccc1)NC1CCCc2ccccc21 (configuration not stated),0.4%,x
CCC1=NC(c2ccccc2Cl)N(O)C1(C)C (configuration not stated),1.6%,-16%
CCOc1cc(CNCc2cc(OC)cc(OC)c2)ccc1OC,-2.2%,-1%
CCN(CC)C(=O)c1sc2nc(-c3ccccn3)[nH]c(=O)c2c1C,5.3%,x
Cc1cc(Cl)c(S(=O)(=O)N2CCN(c3ccccc3)CC2)cc1OCC(N)=O,-1.1%,x
CN(C)c1cccc(NC2=CC(=[N+]3CCOCC3)CC(C)(C)C2)c1,6.8%,x
O=C(NCc1ccccc1)c1cc2ncc(Br)cn2n1,6.0%,0%
CC1(C)CC(=O)C=C(N=CC2=C(O)CC(C)(C)CC2=O)C1,-0.7%,12%
CCCn1c(SCC(=O)Nc2ccccc2C(=O)OC)nc2c1c(=O)n(C)c(=O)n2C,4.1%,1%
COc1cc(/C=N/N=C(\N)c2nonc2N)ccc1O,-0.2%,0%
CN(C)Cc1c(O)ccc2oc(Cc3ccccc3)cc12,0.8%,-6%
O=c1/c(=C\c2cccc(OS(=O)(=O)c3cccc([N+](=O)[O-])c3)c2)sc2nc3ccccc3n12,5.0%,1%
CCOC(=O)Nc1cc(C)c(Cl)cc1OC,0.3%,-1%
C1CCC(C23CC4CC(CC(C4)C2)C3)NC1 (configuration not stated),-3.9%,x
COc1cc(-c2nnc(SCC#CCO)o2)cc(OC)c1OC,0.2%,6%
COCCNC(=O)c1ccc(CN(c2ccccc2)S(C)(=O)=O)cc1,2.0%,-3%
CCOC(=O)c1c(C)cccc1OCC(N)=O,6.5%,-1%
CCOc1ccccc1N(CC(=O)Nc1ccccc1Cl)S(=O)(=O)c1ccccc1,-2.2%,2%
COCCn1nnnc1C(c1ccc2ncccc2c1)N1CCN(c2ccccc2F)CC1 (configuration not stated),5.7%,-4%
Cc1ccc(C(C(=O)NC2CCCCC2)N(C(=O)c2csnn2)C2CC2)o1 (configuration not stated),3.3%,-5%
COc1ccccc1NC(=O)CSc1nnc(-c2ccccc2)o1,3.2%,-15%
COc1ccc(C(=O)Nc2ccc(Br)cc2C)c(OC)c1,0.9%,4%
CC(C)(C)c1ccc(C=NN2CCN(Cc3ccccc3)CC2)cc1,-0.7%,2%
Cc1ccc(-n2c3c(c(=O)[nH]c2=S)C(C(F)(F)F)(C(F)(F)F)NC(=O)N3)cc1,-0.5%,x
COCCNC(=O)C(OC(=O)c1cccs1)c1ccccc1 (configuration not stated),3.0%,-8%
C1CCCN(CCCCN2CCCCCC2)CC1,4.4%,-11%
O=C(Oc1cccnc1)c1cccc(Cl)c1,-0.2%,-3%
CCOC(=O)C1=C(C)NC(=O)C(C(N)=O)C12CCCC2 (configuration not stated),6.0%,x
CCOC(=O)c1[nH]c2ccccc2c1NC(=O)c1ccc2c(c1)OCO2,2.1%,6%
Cc1c(C(=O)NCCN2CCOCC2)oc2ccc(S(=O)(=O)N3CCCCCC3)cc12,-5.4%,0%
CCCCNC(=O)CN(c1cccc(F)c1)S(C)(=O)=O,-3.2%,x
CC(NC(=O)c1nn(C)c(=O)c2ccccc12)c1ccc(F)cc1 (configuration not stated),1.2%,2%
COCc1nnc(NC(=O)c2cccs2)s1,x,-10%
Cc1cc(C)cc(N=Cc2ccc(N(C)C)cc2)c1,1.5%,0%
CCN(CC)CCN1C(=O)C(=O)/C(=C(/O)c2ccc(OCC(C)C)cc2)C1c1ccncc1 (configuration not stated),-1.4%,4%
CCOC(=O)C1=C(O)/C(=C/c2cccc(O)c2)SC1=Nc1ccc([N+](=O)[O-])cc1,2.8%,2%
CCNC(=O)N(C)c1nncnc1C(=O)NC,0.2%,-9%
O=[N+]([O-])c1ccccc1N1CCCCC1,2.1%,-4%
N#Cc1c(-c2ccc(Br)cc2)nc2n(c1=O)CCCS2,-3.0%,x
Cc1ccc(C2CC(=O)N3CN(c4ccc(Br)cc4)CSC3=C2C#N)o1 (configuration not stated),x,-2%
Cc1ncc(S(=O)(=O)c2ccccc2)c(-c2ccc(Cl)cc2Cl)n1,2.4%,x
O=C(CN1CCC(n2nnc3cc(C(F)(F)F)ccc32)CC1)Nc1ccc2c(c1)OCCO2,1.8%,-7%

# Continued:
SMILES,Hsp70 inhibitors,MKP-3 inhibition
COc1ccccc1N1CCN(C(=O)c2ccc(Cl)c(S(=O)(=O)NCc3ccco3)c2)CC1,6.1%,x
COc1ccc2nc(NC(=O)c3cc4ccccc4o3)sc2c1,0.8%,6%
COc1ccc(CNC(=S)Nc2cccc(C)c2C)cc1,-1.0%,x
COc1ccc(-n2nc(C(=O)NCC(=O)NCC3CCCO3)c3ccccc3c2=O)cc1 (configuration not stated),-2.3%,-2%
C1CNCCOCCNCCN1,-1.8%,x
COc1ccc(CNC(=O)C(C#N)c2nc3ccccc3nc2N2CCCC2)cc1 (configuration not stated),62%,-8%
COC(=O)c1ccc(NS(=O)(=O)c2ccc3c(c2)oc(=O)n3C)cc1,0.2%,6%
Cc1cc(C2C(C#N)=C(N)OC3=C2C(=O)CC(C)(C)C3)c(C)s1 (configuration not stated),-4.5%,x
CCOc1ccc(N(CC(=O)Nc2nccs2)S(=O)(=O)c2c(C)noc2C)cc1,-4.1%,-8%
O=C(Nc1ccc(F)cc1F)N1CCN(c2ncccn2)CC1,0.0%,-10%
C=CCSc1nnc(C)n1-c1ccc(Cl)cc1,3.8%,-2%
Cc1cc(C)c(C)c(OCCOCCN2CCN(C)CC2)c1,3.1%,5%
O=[N+]([O-])c1cccc(/C=N/Nc2cc(N3CCOCC3)nc(N3CCOCC3)n2)c1,4.3%,1%
CON(C)c1nc(OCCNC(=O)OCc2ccc(Cl)cc2Cl)nc(N(C)C)n1,0.2%,-5%
CCN(CC)C(=O)c1sc(NC(=O)/C=C/C(=O)O)c(C(=O)OC)c1C,1.3%,1%

# Some of these compounds in order of the MKP-3 inhibition value, falling.
smiles | Hsp70 inhibitors | MKP-3 inhibition
COc1ccc2nc(NC(=O)c3cc4ccccc4o3)sc2c1 | 0.8% | 6%
CON(C)c1nc(OCCNC(=O)OCc2ccc(Cl)cc2Cl)nc(N(C)C)n1 | 0.2% | -5%
COc1ccc(CNC(=O)C(C#N)c2nc3ccccc3nc2N2CCCC2)cc1 (configuration not stated) | 62% | -8%
O=C(Nc1ccc(F)cc1F)N1CCN(c2ncccn2)CC1 | 0.0% | -10%

# Additional results follow:
SMILES,Hsp70 inhibitors,MKP-3 inhibition
Cc1ccc(-n2c(Cc3cccn3C)nnc2SCC(=O)N2CCc3ccccc32)cc1,0.8%,6%
CC(=O)C1=C(C)NC(SCC(N)=O)=C(C#N)C1c1cccs1 (configuration not stated),-0.5%,x
COC(=O)C1=C(C)N(CCc2ccc(OC)c(OC)c2)C(=O)/C1=C\c1ccc(O)cc1,0.2%,0%
Cc1csc(NC(=O)CCS(=O)(=O)c2ccc(Br)cc2)n1,-0.6%,-16%
N#C/C(=C\c1ccc(-c2ccc(Br)cc2)o1)c1nc2ccccc2[nH]1,-10%,1%
CCN(CC)c1ccc(C=Nc2cccc([N+](=O)[O-])c2C)c(O)c1,-3.8%,-3%
CC(=O)c1cnc(Nc2nc(C)c3cc(C)ccc3n2)nc1C,3.0%,-12%
Cc1ccc(-n2c(N)c(C(=O)N3CCCCC3)sc2=S)cc1,x,-6%
CCOC(=O)N1CCC(N2C(=O)c3ccc(C(=O)NCc4ccc(F)cc4)cc3C2=O)CC1,x,-6%
CC(C)(C)NC(=O)CSc1nncn1NCc1cccc2ccccc12,-0.2%,x
COc1cc2c(C(=O)NCc3ccccn3)cn(C)c(=O)c2cc1OC,-2.0%,-4%
CCOC(=O)c1ccc(NC(=O)CSc2nnc(C3CC3)n2CC)cc1,-1.1%,x
CCN(Cc1cc2cc(C)ccc2[nH]c1=O)C(=O)c1cccc(OC)c1,4.0%,3%
COC(=O)c1ccc(CN2CCN(CCN3C(=O)c4cccc5cccc(c45)C3=O)CC2)cc1,1.8%,0%
Cn1c(Cn2c(=O)sc3ccccc32)nnc1SCc1cccnc1,0.6%,-12%
COc1ccccc1/C=N/NC(=O)c1cc(-c2ccc(Cl)cc2)n[nH]1,2.9%,1%
COc1ccc(C2C(C(=O)/C=C/c3ccccc3)=C(O)C(=O)N2CCCCCC(=O)O)cc1 (configuration not stated),3.4%,1%
Cc1ccc(/C=C2\C(=O)NC(=O)N(c3ccc(Cl)cc3)C2=O)cc1[N+](=O)[O-],2.0%,4%
Cc1nc2ccc(S(=O)(=O)NCC(=O)N3CCCC(C)C3)cc2s1 (configuration not stated),1.3%,-6%
COc1cc(OC)cc(C(=O)NNC(=O)c2ccccc2OC)c1,-1.3%,0%
Cc1ccccc1CNC(=O)c1ccc(CN(c2ccccc2)S(C)(=O)=O)cc1,-4.8%,-2%
Cc1sc(NC(=O)CSc2nnc(-c3ccc(F)cc3)o2)c(C#N)c1C,-3.8%,2%
COc1ccc(NC(=O)c2c(Cl)ccc(Cl)c2OC)c(OC)c1,3.0%,4%
COc1ccc(OC)c(NC(=O)CCn2cccc2)c1,-4.6%,-5%
OCC1N=C(c2ccccn2)OC1c1ccccc1 (configuration not stated),x,-4%
CCOc1ccc(NC(=O)Nc2ccc3c(c2)N(C)C(=O)CS3)cc1,-2.6%,-13%
CCc1noc(C)c1C(=O)Nc1sc(C(=O)N(C)C)c(C)c1C(=O)OC,0.1%,-12%
O=C(CSc1nnnn1C1CCCCC1)NCc1ccccc1,-4.3%,x
Brc1cccc(-c2nnc(SCc3ccon3)n2-c2ccccc2)c1,0.2%,-8%
CSc1cccc(NC(=O)CSc2ccc(C)cc2)c1,4.2%,x

# Compound profiles (already shown). Values in the order: Hsp70 inhibitors	MKP-3 inhibition
# COc1ccc(CNC(=O)C(C#N)c2nc3ccccc3nc2N2CCCC2)cc1 (configuration not stated) as listed: 62%	-8%
# Cc1ccc(-n2c(N)c(C(=O)N3CCCCC3)sc2=S)cc1 as listed: x	-6%
# Cc1ccc(-n2c3c(c(=O)[nH]c2=S)C(C(F)(F)F)(C(F)(F)F)NC(=O)N3)cc1 as listed: -0.5%	x
# CCOC(=O)CC(=O)CSc1[nH]c(=O)cc(C)c1C#N as listed: 0.1%	-5%

# Remaining list, next part:
SMILES,Hsp70 inhibitors,MKP-3 inhibition
CN(C)C(=O)Nc1ccc(F)cc1F,-2.5%,2%
CC(C)SCc1nc2ccccc2[nH]1,1.6%,x
O=C(Cn1cnc2ccccc2c1=O)N1CCN(Cc2ccc3c(c2)OCO3)CC1,5.9%,x
Cc1cc2nnc(SC3CCOC3=O)n2c2ccccc12 (configuration not stated),4.7%,-5%
O=C1c2[nH]nc(-c3ccccc3)c2C(c2ccccc2F)N1c1ccccc1 (configuration not stated),-3.8%,1%
COc1ccccc1C(=O)Nc1ccc(-c2csc(-c3ccccc3)n2)cc1,-0.2%,1%
Cn1c(C(C#N)C2=C(Cl)C(=O)N(c3ccccc3)C2=O)nc2ccccc21 (configuration not stated),19%,-8%
O=C(NC(=S)Nc1ccccc1N1CCCC1)c1ccc(-c2cccc([N+](=O)[O-])c2)o1,5.0%,x
Brc1ccc(Oc2nnnn2-c2ccccc2)cc1,0.8%,-10%
COc1ccccc1-c1noc(-c2ccccc2C(=O)N2CCOCC2)n1,2.2%,-15%
Cc1ccc(S(=O)(=O)N(CC(O)CN2CCCC2)c2ccccc2)cc1 (configuration not stated),4.7%,-3%
C=CCN(CC=C)C(=O)c1ccccc1,0.1%,-5%
OC(COc1ccc2ccccc2c1Br)Cn1ccnc1 (configuration not stated),0.6%,-7%

# Taken from above (seven entries):
SMILES,Hsp70 inhibitors,MKP-3 inhibition
Cn1c(C(C#N)C2=C(Cl)C(=O)N(c3ccccc3)C2=O)nc2ccccc21 (configuration not stated),19%,-8%
O=C(NC(=S)Nc1ccccc1N1CCCC1)c1ccc(-c2cccc([N+](=O)[O-])c2)o1,5.0%,x
Brc1ccc(Oc2nnnn2-c2ccccc2)cc1,0.8%,-10%
COc1ccccc1-c1noc(-c2ccccc2C(=O)N2CCOCC2)n1,2.2%,-15%
Cc1ccc(S(=O)(=O)N(CC(O)CN2CCCC2)c2ccccc2)cc1 (configuration not stated),4.7%,-3%
C=CCN(CC=C)C(=O)c1ccccc1,0.1%,-5%
OC(COc1ccc2ccccc2c1Br)Cn1ccnc1 (configuration not stated),0.6%,-7%

# Compound activity as filed in PubChem BioAssay.
